# ERK AVP block: vasopressin-driven ERK pathway inhibition. Potency, µM (doses to about 57.5 µM), without a hit: top-dose activity, negative = inhibition, most hits filed as inhibitors. 72,000 tested, 0.99% active. HEK293-V1b, vasopressin-stimulated pERK AlphaScreen. AID 995; also: potency is read from the fitted curve at half-maximal effect; % is scaled to controls: 0 for no effect and ±100 for the full control effect; nearly all actives have a fitted effect of over 55% in size
#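 qHTS, compounds titrated on V1b-expressing HEK293 cells. Preincubation 30 min at 37C, vasopressin 25 nM for 5 min, lysis 10 min, bead incubation 5 hr at room temperature.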
# Tau fil binding: binds recombinant human tau filaments | 71,000 tested, 2% active | P10636 | recombinant tau filaments, thioflavin S fluorescence, 15 h; filaments grown with octadecylsulfate alongside compound | AID 596 | Potency, µM (titrated, usually from 57.1 µM), for the others: top-dose activity change, negative = inhibition;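 also: potency is read from the fitted curve at half-maximal effect; % is scaled to controls: 0 for no effect and ±100 for the full control effect; actives lower thioflavin S fluorescence by blocking filaments or displacing dye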
#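 Quantitative HTS: thioflavine S signal from ODS-induced tau filaments, excited at 450 nm, emission 510 nm. Conditions: 1 uM tau, 30 uM ODS, 15 h at 37 C, pH 7.4.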
# HEK293 cAMP ctrl: raises cAMP in parental HEK293 cells, TSHR agonist counter-screen; Potency, µM (doses to about 57.1 µM), for the others: at the top dose activation, hits mostly activators; 73,000 tested, 2.5% active; parental HEK293 CNG cAMP sensor, membrane potential fluorescence; AID 938; also: potency is read from the fitted curve at half-maximal effect; % of control where 0% means no effect; nearly all actives have a fitted effect of over 55% in size
#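 Parental HEK 293 cells stably expressing a cAMP-gated CNG channel were loaded with membrane potential dye containing 100 uM RO 20-1724 for 60 min. Compound added for 30 min; depolarization read as fluorescence intensity at 590 nm.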
# Casp1 inh: blocks human caspase-1 allosterically or competitively; P29466; Caspase-1 enzyme, Ac-WEHD-AFC fluorogenic rate; Potency, µM (top dose mostly 57.5 µM), inactives show at the highest dose activity change, negative = inhibition, most hits filed as inhibitors; 75,000 tested, 0.03% active; AID 900;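 also: potency is read from the fitted curve at half-maximal effect; plate controls were vehicle for no effect and no substrate for full effect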
# USP2a inhib: blocks human ubiquitin-specific protease USP2a; AID 927; Potency, µM (top dose mostly 38.3 µM), for the others: top-dose activity change, negative = inhibition, usual class: inhibitors; USP2a enzymatic assay, qHTS inhibition; 60,000 tested, 0.1% active; O75604;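 also: potency is read from the fitted curve at half-maximal effect; nearly all actives have a fitted effect of over 60% in size; plate controls were DMSO for no effect and NEM full inhibition control for full effect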
#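 Inhibition is measured in a cell-free coupled assay with 20 nM USP2 core, 20 nM Ub-PLA2 and 20 uM NBD C6-HPC, 2.5 h incubation. Activity normalized to NEM control.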
# CRE Fsk mod: alters forskolin-stimulated CRE reporter signaling in CHO cells; CHO CRE-bla reporter (cAMP response element driving beta-lactamase), forskolin EC10, beta-lactamase ratio; Potency, µM (series often up to 38.2 µM), for inactives: at the highest dose activity change, negative = inhibition, actives largely listed as activators; 71,000 tested, 2.5% active; AID 662; active = well fitted activation curve with a large enough effect in the signal ratio, with a control signal flat, not every such curve was filed as active; inconclusive = small, poorly fitted or top-dose-only effect, or effect the other way, or a change in a side signal; the % refers to the signal ratio; also: potency is read from the fitted curve at half-maximal effect; % of control where 0% means no effect
#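 AC50 values, positive or negative, reflect shifts in EC10 NKH 477-induced CRE-bla reporter activity in CHO cells. Incubation lasted 3 h at 37 °C before CCF4 substrate (2 h, room temperature) and ratiometric 460/530 nm reading.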
# A350 fluor: compound fluoresces in the Alexa 350 spectral region | 59,000 tested, 11% active | AID 590 | max dye-equivalent concentration, M | Compound autofluorescence, 340/450 nm, Alexa 350 dye-equivalents; active compounds read high; in the data active = max dye-equivalent concentration above about 10 nM; inconclusive = mostly about 1.1 nM to 9.6 nM
# Casp7 inh: blocks human caspase-7 allosterically or competitively. P55210. recombinant caspase-7, Ac-DEVD-AFC fluorescence rate. Potency, µM (doses to about 57.5 µM), without a hit: at the highest dose activity change, negative = inhibition, actives largely listed as inhibitors. 75,000 tested, 0.02% active. AID 889; active = well fitted inhibition curve with a large enough effect in the main read-out, with a control signal flat, not every such curve was filed as active; inconclusive = small, poorly fitted or top-dose-only effect, or a change in a side signal; also: potency is read from the fitted curve at half-maximal effect; % of control where 0% means no effect
# BRCT PPI green: blocks human BRCA1 BRCT binding to phosphopeptide, green readout; 75,000 tested, 0.05% active; P38398; AID 875; BRCA1 BRCT-phosphopeptide binding, green fluorescence polarization; Potency, µM (top dose mostly 76.9 µM), for inactives: at the highest dose activity change, negative = inhibition, usual class: inhibitors;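 also: potency is read from the fitted curve at half-maximal effect; plate controls were peptide without protein for full effect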
#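 Compounds were incubated for 12 min at room temperature with a complex of 100 nM fluorescein-tagged pBACH1 decapeptide and 250 nM His-tagged BRCT protein. Buffer was phosphate pH 7.3 with EDTA, DTT and Tween 20. Disruption of binding lowers the polarization signal.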
# Luciferase inh: blocks Photinus pyralis firefly luciferase activity | 72,000 tested, 2.2% active | purified firefly luciferase, luminescence, 8 min | AID 411 | Potency, µM (series often up to 57.1 µM), without a hit: top-dose activity change, negative = inhibition, usual class: inhibitors | P08659; also: potency is read from the fitted curve at half-maximal effect; % is scaled to controls: 0 for no effect and ±100 for the full control effect; nearly all actives have a fitted effect of over 40% in size
#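 Titration-based qHTS; buffer 50 mM imidazole pH 7.2, 50 mM KCl, 7 mM MgCl2, 10 uM ATP, 0.01% Tween 20, 0.05% BSA; luciferase/luciferin detector mix added after compound; 8 min, ambient; luminescence.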
# BRCT inh red: disrupts BRCA1 BRCT binding to phosphoprotein, red fluorophore readout; P38398; BRCT-phosphopeptide binding, red fluorescence polarization; Potency, µM (titrated, usually from 76.9 µM), for inactives: at the top dose activity change, negative = inhibition, most hits filed as inhibitors; 75,000 tested, 0.03% active; AID 892; also: % is scaled to controls: 0 for no effect and ±100 for the full control effect
#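 Fluorescence polarization: 100 nM His-tagged BRCA1 BRCT with 100 nM TAMRA-labelled phospho-BACH1 decapeptide, phosphate buffer pH 7.3 with 150 mM NaCl, DTT, 0.01% Tween 20; 12 min RT. Binding inhibition seen as FP decrease.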
# Active calls of the source: *; i = inactive; u = inconclusive; x = not tested or not shown; [ ] = remark or other dose. Unless noted, calls follow the shape of the dose curve; as a rule, active = well fitted curve in the direction sought with a large enough effect; inconclusive = small, poorly fitted or top-dose-only effect, or another doubt; inactive = no such curve, though single readings can be large; an effect the other way counts as inactive or inconclusive. No enrichment for hits (roughly 16% active in at least one column).
molecule	BRCT PPI green	HEK293 cAMP ctrl	ERK AVP block	A350 fluor	Luciferase inh	BRCT inh red	Casp7 inh	Casp1 inh	CRE Fsk mod	USP2a inhib	Tau fil binding
O=C(Cn1cnc2c(nnn2-c2ccccc2)c1=O)N1CCCc2ccccc21	1.4%	u	x	x	-3%	1.5%	2%	-4%	-14%	x	40%
Clc1ccc2nc3ccccn3c2c1	0.0%	3%	14%	4.7e-06M*	-3%	-1.1%	-3%	-2%	11%	2%	2%
COCCCNC(=O)C1CCN(c2ncccn2)CC1	1.4%	5%	-2%	i	0%	1.3%	0%	2%	3%	-7%	4%
COc1ccc(-c2nc(C#N)c(NCc3ccc(C)cc3)o2)cc1OC	-0.3%	-2%	u	u	-5%	-1.7%	-3%	-2%	5µM*	25%	137%
COC(=O)c1cccc(COC(=O)c2ccccc2NC(=O)c2ccco2)c1	0.8%	u	21%	i	2%	-1.2%	-1%	2%	18%	-3%	104%
CCOc1ccccc1NC(=O)c1cc(CC(C)C)oc1C	0.3%	u	53%[activator]	i	-4%	-0.6%	-2%	-2%	26%	-17%	-10%
CC(=O)NCCNc1nc(-c2ccccc2C(F)(F)F)nc2ccccc12	-1.9%	u	-13%	i	-1%[2.29 µM]	-0.4%	1%	2%	u	-20%	-7%
O=c1ccc2cc(S(=O)(=O)N3CCN(c4ccccc4)CC3)ccc2o1	-2.2%	0%	4%	i	-1%	-0.1%	-2%	0%	-4%	-3%	37%
Cc1cccc(-c2nnc3sc(-c4ccccc4C)nn23)c1	3.1%	32µM*	-23%	i	-3%	-0.4%	-5%	-5%	u	u	266%
Cc1nnc(NC(=O)c2sc3ccccc3c2Cl)s1	2.3%	15%	3%	i	2µM*	5.6%	-4%	1%	-16%	17%	-4%
COC(=O)Nc1c(C)n(C)n(-c2ccccc2)c1=O	-2.8%	4%	-30%	u	0%	-0.4%	-1%	1%	u	0%	2%
CCCn1c2c(c(O)c(C(=O)Nc3ccc(OCC)cc3)c1=O)CCCC2	0.9%	3%	-10%	6.8e-08M*	0%	0.1%	-1%	-1%	4%	6%	10%
O=C(NC1CCCCCC1)c1c(O)c2ccccc2[nH]c1=O	-3.8%	12%	30%	i	-2%	-2.8%	1%	-2%	5%	3%	2%
O=C1NCCCC2c3c(cc(Br)c(O)c3Br)OC12N1CCOCC1 (stereo unspecified)	-1.0%	4%	-10%	i	2%	0.2%	0%	-2%	u	-3%	0%
COc1ccc(C(=O)c2c(C)oc3ccc(O)c(CN4CCOCC4)c23)cc1	0.3%	22%	x	x	x	0.5%	-4%	-6%	x	x	x
CCN(CC)CCOC(=O)[C@@H](Cc1cccc2ccccc12)C[C@@H]1CCCO1	-1.2%[34.4 µM]	8%[25.6 µM]	4%[25.7 µM]	i	3%[25.5 µM]	0.0%[34.4 µM]	2%[25.7 µM]	1%[25.7 µM]	-6%[17.1 µM]	5%[17.1 µM]	-8%[25.6 µM]
CCCc1cc(=O)[nH]c(SCc2cc(C(=O)OC)c(C)o2)n1	0.5%	u	29%	i	2%	1.1%	0%	-2%	u	3%	95%
COc1ccc(S(=O)(=O)N(C)c2c(C)n(C)n(-c3ccccc3)c2=O)cc1OC	-1.8%	9%	-17%	x	0%	0.1%	-1%	-1%	1%	2%	6%
CCOc1ccc(-c2nnc(-c3cccnc3)o2)cc1OCC	2.8%	-8%	u	1.2e-08M*	1%	-5.1%	1%	2%	u	-3%	17%
COc1ccc(C(CNC(=O)c2cc(C)oc2C)N2CCOCC2)cc1 (stereo unspecified)	-0.3%	u	0%	i	2%	-1.1%	-5%	2%	-5%	8%	6%
CC1=C(/C=C\C(=O)O)C(C)(C)CCC1	-0.5%[15.4 µM]	6%[11.4 µM]	13%[11.5 µM]	i	1%[11.4 µM]	0.2%[15.4 µM]	-1%[11.5 µM]	-1%[11.5 µM]	-7%[7.6 µM]	x	4%[11.4 µM]
CCN1CCN(CC(=O)Nc2cc(F)ccc2C)CC1	-1.7%	-2%	-16%	i	2%	-0.6%	-2%	3%	-6%	0%	-7%
CCCCNC(=O)NS(=O)(=O)c1ccc(C(=O)OC(C)C)o1	-1.1%	25%	-5%	i	-1%	0.4%	1%	-1%	1%	-5%	6%
CC(C)(C)n1ncc2c(=O)n(CC(=O)Nc3ccccc3)cnc21	-2.8%	5%	-10%	i	-2%	-0.9%	-1%	2%	12%	3%	-2%
CC(C)CNS(=O)(=O)c1ccc(CCC(=O)Nc2ccc3c(c2)OCO3)cc1	0.6%	4%	-3%	i	0%	0.6%	-3%	0%	-6%	13%	-1%

# In the list so far, these contain fluorine.
molecule	BRCT PPI green	HEK293 cAMP ctrl	ERK AVP block	A350 fluor	Luciferase inh	BRCT inh red	Casp7 inh	Casp1 inh	CRE Fsk mod	USP2a inhib	Tau fil binding
CC(=O)NCCNc1nc(-c2ccccc2C(F)(F)F)nc2ccccc12	-1.9%	u	-13%	i	-1%[2.29 µM]	-0.4%	1%	2%	u	-20%	-7%
CCN1CCN(CC(=O)Nc2cc(F)ccc2C)CC1	-1.7%	-2%	-16%	i	2%	-0.6%	-2%	3%	-6%	0%	-7%

# Next compounds follow:
molecule	BRCT PPI green	HEK293 cAMP ctrl	ERK AVP block	A350 fluor	Luciferase inh	BRCT inh red	Casp7 inh	Casp1 inh	CRE Fsk mod	USP2a inhib	Tau fil binding
COc1ccc(C)cc1S(=O)(=O)N(C)CC(=O)N1CCCCCC1	-0.4%	1%	-3%	i	-2%	-1.0%	1%	1%	0%	5%	3%
Cc1ccc(Cn2ccc(NC(=O)c3cc(-c4ccc(Br)cc4)on3)n2)cc1	-0.7%	-3%	24%	i	2%	-0.4%	0%	0%	u	1%	8%
CN1CSC2=C(C#N)C(c3cccc(OCc4ccccc4)c3)CC(=O)N2C1 (stereo unspecified)	-2.2%	5%	-24%	x	-9%	0.9%	-12%	-4%	u	x	-16%
COc1ccc(C(=O)N(CN2CCCC2=O)c2ccc(C)cc2)cc1	-1.7%	2%	12%	u	1%	-0.4%	-1%	1%	u	5%	-13%
CC(=O)c1cc(-c2ccccc2)n(CC(=O)N2CCN(C3CCCC3)CC2)c1C	-0.7%	14%	7%	i	2%	-1.8%	0%	0%	-17%	21%	27%
N#Cc1ccccc1Sc1ccccc1C(=O)OCC(=O)N1CCN(C(=O)c2ccco2)CC1	0.7%	6%	0%	i	-39%	1.4%	-5%	-1%	-10%	21%	-7%
O=C1OCCC1Sc1nnc(-c2ccc(Br)cc2)o1 (stereo unspecified)	-2.2%	-8%	u	i	16µM*	-1.5%	1%	3%	9%	4%	-7%
CC(C)Oc1cccc(C(=O)Nc2ccc(NC(=O)c3ccco3)cc2)c1	-1.7%	4%	12%	i	-2%	-0.1%	0%	-3%	1%	26%	263%
Cn1c(/C=N/n2cnnc2)nc2ccccc21	0.3%	-3%[11.4 µM]	1%	x	2%	-0.7%	2%	2%	44%[7.6 µM]	-3%[7.66 µM]	-5%[11.4 µM]
O=C1C(=O)N(CCN2CCOCC2)C(c2ccncc2)/C1=C(/O)c1ccc2c(c1)OCO2 (stereo unspecified)	-0.6%	12%	-8%	i	0%	1.1%	0%	-1%	u	-6%	-7%
O=c1oc2ccc(Br)cc2cc1-c1nc2ccccc2o1	-0.8%	-46%[inhibitor]	-7%	9.2e-08M*	-2%	1.8%	-10%	-13%	u	9%	-3%
O=C(Nc1cccnc1)c1ccc2snnc2c1	0.3%	-5%	29%	u	0%	0.5%	1%	-1%	-2%	14%	-15%
Cn1c(Cn2c(=O)sc3ccccc32)nnc1SCC(=O)N1CCOCC1	1.5%	0%	17%	x	1%	0.8%	0%	1%	-5%	x	4%
CN1C(=O)N2CN(C3CCCCC3)CN3C(=O)N(C)C1C23 (stereo unspecified)	-2.2%	5%[11.4 µM]	-15%	x	-4%	0.6%	0%	1%	17%[7.6 µM]	1%[7.66 µM]	11%[11.4 µM]
C=CCn1c(SCCC(=O)O)nc2c1c(=O)n(C)c(=O)n2C	-2.4%	-8%	5%	i	3%	1.3%	1%	0%	1%	-8%	-4%

# With a hit mark in CRE Fsk mod (from the list above):
molecule | BRCT PPI green | ERK AVP block | A350 fluor | Luciferase inh | BRCT inh red | Casp7 inh | Casp1 inh | CRE Fsk mod | Tau fil binding
COc1ccc(-c2nc(C#N)c(NCc3ccc(C)cc3)o2)cc1OC | -0.3% | u | u | -5% | -1.7% | -3% | -2% | 5µM* | 137%

# Bioassay records from PubChem BioAssay.
